Artemis inh = Artemis (human) endonuclease inhibition; Q96SD1; recombinant Artemis, quenched FAM hairpin cleavage fluorescence; inhibition, % at 10 µM; 30,000 tested, 0.78% active;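 active means at 10 µM dose, at least 30% inhibition, measured as corrected fluorescence normalized to stimulator and neutral control wells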
Target sequence (Q96SD1 whole entry, looked up): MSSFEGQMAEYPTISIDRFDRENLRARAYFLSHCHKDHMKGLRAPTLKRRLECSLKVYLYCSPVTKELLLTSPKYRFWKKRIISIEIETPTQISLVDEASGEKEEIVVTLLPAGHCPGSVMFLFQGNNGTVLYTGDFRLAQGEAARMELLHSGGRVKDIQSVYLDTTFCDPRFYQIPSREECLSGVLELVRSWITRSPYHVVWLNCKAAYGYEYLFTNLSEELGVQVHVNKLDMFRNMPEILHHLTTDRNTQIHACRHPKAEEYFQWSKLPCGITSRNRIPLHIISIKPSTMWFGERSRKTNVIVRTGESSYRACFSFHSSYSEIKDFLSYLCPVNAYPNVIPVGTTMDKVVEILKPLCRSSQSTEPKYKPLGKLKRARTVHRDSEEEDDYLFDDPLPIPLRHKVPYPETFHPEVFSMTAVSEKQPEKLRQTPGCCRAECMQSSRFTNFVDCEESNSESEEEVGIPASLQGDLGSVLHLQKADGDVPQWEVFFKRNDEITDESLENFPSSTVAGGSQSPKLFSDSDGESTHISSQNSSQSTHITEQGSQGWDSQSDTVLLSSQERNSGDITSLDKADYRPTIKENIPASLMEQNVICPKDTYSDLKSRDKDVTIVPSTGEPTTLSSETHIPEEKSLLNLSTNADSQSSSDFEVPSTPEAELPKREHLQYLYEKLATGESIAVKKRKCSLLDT
Active calls of the source: *. A portion of the library, so the mix of outcomes need not match the whole.

The opening 4 records, ahead of the listing:
SMILES	Artemis inh
COc1cc(OC)cc(-c2ncc3ccccn23)c1	-2
COc1ccc(C(=O)Nc2ccc(Cl)cc2C(=O)NCCN2CCOCC2)cc1	-3
O=C(c1ccc(S(=O)(=O)N2CCOCC2)cc1)N1CCc2ccccc2C1	5
O=C(Nc1ccc(N2CCOCC2)cc1)c1cccc(S(=O)(=O)N2CCC(Cc3ccccc3)CC2)c1	8

The listing, previewed entries included:
SMILES	Artemis inh
COc1cc(OC)cc(-c2ncc3ccccn23)c1	-2
COc1ccc(C(=O)Nc2ccc(Cl)cc2C(=O)NCCN2CCOCC2)cc1	-3
O=C(c1ccc(S(=O)(=O)N2CCOCC2)cc1)N1CCc2ccccc2C1	5
O=C(Nc1ccc(N2CCOCC2)cc1)c1cccc(S(=O)(=O)N2CCC(Cc3ccccc3)CC2)c1	8
CC(C)COc1ccc(/C(O)=C2/C(=O)C(=O)N(CCN(C)C)C2c2ccncc2)cc1 (stereo unspecified)	-6
COc1cc(NC(=S)NN2CCOCC2)cc(OC)c1	-5
Cn1nnnc1SCc1nnc(-c2ccc(F)cc2)o1	-4
CNc1nc(-c2ccc(Cl)cc2)cs1	-6
COc1ccc(-c2cc(C(F)(F)F)nc(SCC(=O)NCc3ccco3)n2)cc1OC	7
Cc1ccccc1CS(=O)(=O)Cc1ccc(C(=O)NCc2cccnc2)o1	-6
O=C(NCC(=O)N(Cc1ccccc1)C(C(=O)NC1CCCC1)c1ccncc1)c1ccco1 (stereo unspecified)	-5
c1ccc(-c2cnnc(N3CCCCC3)n2)cc1	-2
CC(=O)CCc1ccc(OC(=O)c2cccnc2)cc1	2
Cc1c(C(=O)OC2CCCCC2)[nH]c2c1C(=O)CC(C)(C)C2	-1
Cc1nc2ncnn2c(C)c1Cc1ccc(Cl)cc1	-5
CSc1nc2ccc(S(=O)(=O)NC3CCCCC3)cc2s1	1
COc1ccc(Cl)c(Cn2c(NCc3ccco3)nc3c2c(=O)n(C)c(=O)n3C)c1	-1
CCC(=O)N1CCCn2c1nc1ccccc12	2
COc1ccc(-c2ncncc2-c2csc(C)n2)c(O)c1	-2
Cc1nc(SCC(N)=O)[nH]c(=O)c1Cc1ccc(OC(C)C)cc1	5
CC(=O)Nc1cccc(NC(=O)c2sc3ncn(CC(=O)N4CCCCC4)c(=O)c3c2C)c1	7
O=C(Nc1ccc2oc(-c3cccnc3)nc2c1)c1cc2ccccc2o1	13
COc1ccc(-c2c3c(nc4sc5c(=O)[nH]c(C)nc5c24)CCC3)cc1	0
Cc1ccc(S(=O)(=O)Cc2cn3cccnc3n2)cc1	-6
O=C1/C(=C\Nc2ccccc2)CCN1c1ncccn1	3
SMILES	Artemis inh
COC(=O)c1c(N)c(C#N)c(C)n1-c1ccccc1	-3
CCOC(=O)C1CCN(c2c(NCc3ccc(C(=O)NCCOC)cc3)c(=O)c2=O)CC1	-1
CCOC(=O)c1ccc(NC(=O)CC2SC(=NC)N(C)C2=O)cc1 (stereo unspecified)	-4
COC(=O)c1cc(OC)c(OC)cc1NC(=O)Nc1ccc(OC)cc1	1
CCC(=O)N1c2ccccc2NC2=C(C(=O)CC(c3ccco3)C2)C1c1ccco1 (stereo unspecified)	-4
CN(C)C1NC(=O)c2cc(-c3ccccc3)sc2N1 (stereo unspecified)	-5
COc1ccc(O)c(C(=O)CC(=O)c2ccc(F)cc2)c1	11
COC(=O)c1ccc(NC(C)=O)o1	5
CCOc1cc(C(=O)NCCOC)cc(OCC)c1OCC	-3
Cc1nnc(NC(=O)c2cccc(Br)c2)s1	-6
Cc1ccc(NC(=O)Nc2sc(=S)n(C)c2C)cc1	-4
CCCc1cc(=O)[nH]c(SCC(=O)N(CC)Cc2ccccc2)n1	-3
Cc1nc(C)c(C(=O)C2=C(O)C(=O)N(CCCn3ccnc3)C2c2ccc(Cl)cc2)s1 (stereo unspecified)	2
O=c1c2c(-c3ccccc3)csc2nc2n1CCC2	3
Cc1cc(CCN2CCC(=O)NC2=S)ccc1OC(C)C	2
Cc1cnc(C(=O)OCC(=O)NC(=O)NC(C)C)cn1	0
COc1ccccc1C(=O)Nc1cc2cc(Br)ccc2oc1=O	10
COc1ccc(/C=N/n2cnnc2SCc2ccc(OC)cc2)cc1	9
CC(C)c1ccc(OC(=O)NCCO)cc1	1
Nc1ccc(S(=O)(=O)NNC(=O)C(=O)NNc2ccccn2)cc1	-3
CC(=O)c1c(C)[nH]c(C(=O)OCC(=O)NCCc2ccc(Cl)cc2)c1C	1
Cc1ccccc1S(=O)(=O)Nc1nc2ccccc2nc1NCCO	2
CCCCCCn1c(NCC)nc2c1c(=O)[nH]c(=O)n2C	10
CC(C)C(=O)Nc1ccc(NC(=O)c2cccnc2)cn1	-3
O=C(c1nn2c(C(F)(F)F)cc(-c3ccco3)nc2c1Br)N1CCCc2ccccc21	10
SMILES	Artemis inh
COc1ccc(CC(=O)N2CC(C)CC(C)C2)cc1OC (stereo unspecified)	3
CCCC(=O)Nc1ccc(NC(=O)CCc2ccccc2)cn1	-10
COc1ccc(C2CC(=O)NC3=C2C(=O)CCC3)cc1Cl (stereo unspecified)	-3
C=CCSC1=N/C(=C\C=C\c2ccco2)C(=O)S1	15
Cc1ccc(S(=O)(=O)Oc2ccc(/C=C(/NC(=O)c3ccccc3)C(=O)Nc3ccccc3)cc2)cc1	17
Cc1cccc(CN2C(=O)N/C(=C/c3cc(C)n(-c4cc(C)ccn4)c3C)C2=O)c1	6
Cc1[nH]c2ccccc2c1C(=O)CSc1nncn1C	-5
CCCCC(C(=O)O)C(C)CC(=O)Nc1cccc(C(=O)O)c1 (stereo unspecified)	-13
CC(C)(C)NS(=O)(=O)c1ccc(NS(=O)(=O)c2ccc(F)cc2)cc1	-6
COc1ccc(/C=C2\N=C(SC)NC2=O)cc1	-4
O=C1Nc2ccc(F)cc2C12Nc1ccccc1-c1nnc(SCc3ccccc3Cl)nc1O2 (stereo unspecified)	23
Cc1cc(C)n(-c2nc(O)cc(=O)[nH]2)n1	3
COc1ccc(C(CC(=O)O)NC(=O)COc2ccccc2)cc1 (stereo unspecified)	-11
Cc1cc(C=O)c(C)n1-c1ccc(NC2CCCCC2)c([N+](=O)[O-])c1	19
COc1ccc(C(=O)O/N=C(/C)c2cccs2)cc1	6
CCc1c(O)nc2sc3ccccc3n2c1=O	-6
Cc1ccc(-c2cc(-c3cccs3)[nH]n2)c(O)c1	2
COc1cc2c(cc1OC)C(C(=O)NCCN1CCOCC1)C1c3ccccc3CCN1C2=O (stereo unspecified)	0
COc1ccc(NS(=O)(=O)c2cc(OC)ccc2NC(=O)c2cc(C)oc2C)cc1	-6
Cc1cccc(NC(=O)N2CCCC2C(=O)NCc2cccs2)c1 (stereo unspecified)	-4
COc1ccc2[nH]c(O)c(NC(C)=O)c2c1	7
CCC1(CC)C(=O)NC(=O)NC1=NCCc1ccc(O)cc1	-6
COc1cc(NC(=O)C2CCCCN2)ccc1OCC(C)C (stereo unspecified)	5
CCOC(=O)/C(C#N)=C1/SC(CCO)C(=O)N1c1ccccc1 (stereo unspecified)	2
CC1(C)Cc2c(sc3c2c(=N)n(Cc2ccco2)c(=O)n3Cc2ccc(Cl)cc2)CO1	3
SMILES	Artemis inh
Cc1ccc(S(=O)(=O)CC(=O)N2CCCC2)cc1	0
COC(=O)C1CCN(CC(=O)Nc2sc3c(c2C#N)CCC3)CC1	-6
Cc1ccc(C(=O)CSc2nnc(CNc3nc(-c4ccccc4)cs3)n2C)cc1	20
CCOc1ccc(C(=O)N/N=C(\c2ccccc2)c2ccccn2)cc1	8
NS(=O)(=O)c1ccc(NC(=O)CSc2nnc(-c3cnccn3)n2-c2ccccc2)cc1	-2
Cc1ccc(C)c2[nH]c(=O)c(CN(CCN3CCCC3)C(=O)Nc3ccc(F)cc3)cc12	6
O=C(Nc1ccccc1SCC1CSc2nc3ccccc3c(=O)n21)c1ccccc1Cl (stereo unspecified)	-1
C1CCC(c2nn3c(-c4n[nH]c5c4CCC5)nnc3s2)CC1	6
CNS(=O)(=O)c1cccc(C(=O)Nc2cccnc2)c1	-3
CCOC(=O)NC(=O)CSc1nc2ccc(OCC)cc2[nH]1	-11
Cc1nc2ccc(N3C(=O)CCC3=O)cc2[nH]1	-4
COC(=O)c1ccc(OCC(O)CN2C(=O)NC(C)(C)C2=O)cc1 (stereo unspecified)	-8
COC(=O)C(=Cc1ccc(OCc2ccc([N+](=O)[O-])cc2)c(OC)c1)C(=O)OC	-7
CCOC(=O)C1=NOC(CNC(=O)c2c(-c3ccccc3Cl)noc2C)C1 (stereo unspecified)	-3
N#Cc1cc(N)c(Nc2ccccc2)cc1C#N	7
Cc1ccccc1SCC(=O)Nc1cccc(C#N)c1	-1
NS(=O)(=O)c1ccc(CCNC(=O)C2CCCN2C(=O)OCc2ccccc2)cc1 (stereo unspecified)	2
N#CCC(=N)N1CCN(c2ccccc2)CC1	-3
O=c1c2c3c(sc2ncn1/N=C/c1ccccc1)CCCC3	3
COC(=O)C(C(=O)NCC1CCCO1)C1CCCCCC1 (stereo unspecified)	-3
COc1ccc(N2CCN(C(=S)NCCc3ccccc3)CC2)cc1	1
COc1cc(Cl)ccc1NC(=O)COc1ccccc1C(=O)N1CCN(c2ccc(O)cc2)CC1	7
O=C(OCCN1C(=O)c2ccccc2C1=O)c1cc(S(=O)(=O)N2CCOCC2)ccc1F	-7
O=C(CSc1nccn1-c1ccccc1)N1CCc2ccccc21	-4
Cc1ccc(-n2c(=O)[nH]c3c(C(N)=O)nc(-c4ccc(C)o4)nc32)cc1	18
SMILES	Artemis inh
CCCCOP(=O)(OCCCC)C1(NS(=O)(=O)c2ccccc2)C=CC(=O)c2ccccc21 (stereo unspecified)	10
Cc1cc(C(F)F)n2ncc(C(=O)N3CCc4ccccc4C3)c2n1	-9
CCOc1c(S(=O)(=O)N2CCCC2)ccc(Cl)c1Cl	-9
O=C(NCCc1ccccc1)C1CCCN(S(=O)(=O)c2cccc3nonc23)C1 (stereo unspecified)	-7
COCc1cc(=O)n2[nH]c(-c3cccc(Br)c3)cc2n1	-9
O=C1CC(c2ccncc2)c2cc3c(cc2N1)OCCO3 (stereo unspecified)	0
O=c1cc(-c2ccccc2)nc(N2CCN(Cc3ccc4c(c3)OCO4)CC2)[nH]1	7
CCC(=O)NC(c1cccc([N+](=O)[O-])c1)c1c(OC(C)=O)ccc2ccccc12 (stereo unspecified)	-4
O=C(Nc1ccc(NC(=O)c2cccs2)cc1)c1ccco1	-8
CCOC(=O)CC1(CC(=O)OCC)NC(=O)c2c(C)sc(C(=O)OCC)c2N1	7
Cc1c(-c2ccccc2)sc(N)c1C(=O)N1CCOCC1	9
COC(=O)c1c(NC(NC(=O)C(C)(C)C)C(Cl)(Cl)Cl)sc2c1CCC2 (stereo unspecified)	2
Cc1c(=O)n(OCc2ccccc2)c2ccccc2[n+]1[O-]	0
CCCCc1c(C)c(C#N)c2[nH]c3ccccc3n2c1=O	5
CCOc1ccc(CCNC(=O)COC(=O)c2ccco2)cc1OCC	4
Cc1ccc(NS(=O)(=O)c2ccccc2Cl)c2c1CC(C)(C)O2	3
O=C(c1cc2sccc2n1Cc1ccc(F)cc1)N1CCN(c2nc3ccccc3s2)CC1	17
CCCCN(C)CCCNC(=O)C1CC(=O)N(Cc2ccc(OC)cc2)C1 (stereo unspecified)	-13
COCCNC(=O)Cn1nc(C(F)(F)F)c(Cl)c1C	2
Clc1ccc(-c2csc3ncnc(NCCN4CCOCC4)c23)cc1	-1
COc1ccccc1NC(=O)c1cc2ccc(O)cc2o/c1=N\O	-11
COc1cc2c(cc1NC(=O)COC(=O)Cn1cnc3ccccc31)oc1ccccc12	2
COc1cccc(N2CCN(CC(=O)Nc3nnc(-c4ccccc4)s3)CC2)c1	14
CC(C)(C)C1=C(C#N)C(c2ccc3c(c2)OCO3)C(C#N)=C(N)O1 (stereo unspecified)	2
CCCc1nnc(SCC(=O)Nc2ccc(OCC)cc2)n1N	-3

A stretch from the list above, as a working copy:
SMILES	Artemis inh
CCCCOP(=O)(OCCCC)C1(NS(=O)(=O)c2ccccc2)C=CC(=O)c2ccccc21 (stereo unspecified)	10
Cc1cc(C(F)F)n2ncc(C(=O)N3CCc4ccccc4C3)c2n1	-9

The results go on:
SMILES	Artemis inh
C#CC[N+](CC)(CC)CC#Cc1cccc(Cl)c1	2
COc1ccccc1N=C(C)C1=C(O)CSC1=O	-10
COC(=O)c1c(C)[nH]c(C(=O)OCc2ccc(F)cc2)c1C	-10
CC1(C)OC(c2ccccc2)=C/C(=C/C=Nc2ccccc2)O1	-2
Cc1ccc(S(=O)(=O)c2c(C)nn(C(C)(C)C)c2OC(=O)c2ccco2)cc1	-1
Cc1ccccc1C(=O)NCc1nnc(SCC(=O)N2CCN(c3ccccc3)CC2)n1C	1
Brc1c(CSc2nncn2-c2ccccc2)nc2ncccn12	-9
O=C(CSCc1ccccc1)N1CCN(Cc2ccc3c(c2)OCO3)CC1	10
CC(=O)Nc1ccc(S(=O)(=O)N(C)CCOCc2ccccc2)cc1	-1
Cc1cc(N)c(-n2cc3c(=O)n(C)c(=O)n(C)c3c2)cc1C	9
COc1ccc(Cn2nnnc2C(C(C)C)N2CCN(c3ccccc3OC)CC2)cc1 (stereo unspecified)	-6
CC(=O)Nc1sc2c(c1C(c1ccccc1)N1CCOCC1)CCCC2 (stereo unspecified)	-4
O=C1CC(Nc2ccccc2)C(=O)N1Cc1ccccc1 (stereo unspecified)	10
CCOc1ccc(-c2nnc(N)o2)cc1	1
Cc1cc(C(C)(C)C)cc(S(=O)(=O)NCC(=O)O)c1C	-6

Single values from the list:
In Artemis inh, CC1(C)OC(c2ccccc2)=C/C(=C/C=Nc2ccccc2)O1 has -2
In Artemis inh, CCOc1ccc(-c2nnc(N)o2)cc1 has 1
In Artemis inh, Cc1cc(C(C)(C)C)cc(S(=O)(=O)NCC(=O)O)c1C has -6
In Artemis inh, Cc1ccc(S(=O)(=O)c2c(C)nn(C(C)(C)C)c2OC(=O)c2ccco2)cc1 has -1

Sorted by SMILES length (smallest number first): some entries from above.
SMILES	Artemis inh
CCOc1ccc(-c2nnc(N)o2)cc1	1
CCOc1c(S(=O)(=O)N2CCCC2)ccc(Cl)c1Cl	-9
CCOC(=O)c1ccc(NC(=O)CC2SC(=NC)N(C)C2=O)cc1 (stereo unspecified)	-4

From PubChem
